Source: PubChem
DAGLB inh = blocks human DAGLB lipase activity. Q8NCG7. HEK293T DAGLB membrane lysate, EnzChek fluorogenic substrate. inhibition, % at 5.17 µM. 340,000 tested, 0.059% active. AID 504411; in the data active = inhibition above about 34%;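 note: 0% = enzyme with vehicle and 100% = wells lacking enzyme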
Target sequence (Q8NCG7 whole entry, looked up): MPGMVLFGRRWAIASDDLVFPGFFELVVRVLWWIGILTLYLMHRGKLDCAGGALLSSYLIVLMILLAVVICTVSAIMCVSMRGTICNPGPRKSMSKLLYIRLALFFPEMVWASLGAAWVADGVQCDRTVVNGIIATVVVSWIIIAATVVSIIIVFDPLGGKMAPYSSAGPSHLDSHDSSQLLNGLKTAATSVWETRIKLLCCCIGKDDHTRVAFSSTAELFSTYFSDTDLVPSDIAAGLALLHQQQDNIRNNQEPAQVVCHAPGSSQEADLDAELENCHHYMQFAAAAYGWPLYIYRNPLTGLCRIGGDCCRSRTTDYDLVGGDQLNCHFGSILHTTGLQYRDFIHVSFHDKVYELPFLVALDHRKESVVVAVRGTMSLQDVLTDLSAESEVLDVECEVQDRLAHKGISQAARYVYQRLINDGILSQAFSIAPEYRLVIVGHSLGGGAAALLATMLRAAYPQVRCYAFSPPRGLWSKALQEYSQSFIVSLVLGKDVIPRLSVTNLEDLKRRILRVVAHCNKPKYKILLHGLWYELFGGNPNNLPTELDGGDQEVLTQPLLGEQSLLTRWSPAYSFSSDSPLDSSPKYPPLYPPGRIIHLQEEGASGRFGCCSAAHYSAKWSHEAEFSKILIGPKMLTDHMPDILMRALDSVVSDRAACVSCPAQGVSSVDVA
Wnt bcat act = Wnt/beta-catenin pathway activation; Wnt/beta-catenin reporter cell assay, activator, plate reader; AID 743398; 300,000 tested, 1.2% active; activation, % at 9.35 µM; in the data active = activation above about 30%, passing the limit was not always enough;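 note: 0% = neutral control wells and 100% = positive control wells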
phage Ecoli inh = E. coli growth loss with phage present | growth absorbance | inhibition, % at 11.9 µM | 360,000 tested, 0.26% active; in the data active = inhibition above about 11%
AddAB inh = less growth of phage-infected E. coli with AddAB. 330,000 tested, 0.29% active. E. coli expressing H. pylori AddAB, absorbance growth. AID 435030. inhibition, % at 11.9 µM; in the data active = inhibition above about 12%;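 note: 0% = vehicle wells of infected cells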
PfHsp90 set2 = growth inhibition of yeast expressing Plasmodium Hsp90. 310,000 tested, 0.32% active. inhibition, % at 9.4 µM. S. cerevisiae expressing PfHsp90, BacTiter-Glo ATP, 48 h; yeast lacking PDR1 and PDR3 efflux regulators. AID 504621;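 active = every replicate shows inhibition above about 80%, whatever the replicate mean, limit read from the data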;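 note: 0% = DMSO neutral controls and 100% = 20 µM radicicol positive controls; yeast relying on Plasmodium falciparum Hsp90 in place of its own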
Rtt109 Vps75 = blocks Candida albicans Rtt109/Vps75 acetyltransferase activity; Q5AAJ8; purified Rtt109/Vps75, ThioGlo CoA-SH fluorescence, 4 h; inhibition, % at 34.9 µM; 330,000 tested, 0.16% active; AID 540336;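 active = inhibition of at least 50% in every replicate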
PvdQ inh = blocks Pseudomonas aeruginosa PvdQ acylase activity; purified PvdQ acylase, fluorescence plate reader; inhibition, % at 10 µM; 340,000 tested, 0.063% active; in the data active = inhibition above about 30%, passing the limit was not always enough;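 note: 0% = vehicle neutral wells and 100% = reference inhibitor wells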
Tat transport = inhibitors of E. coli Tat protein transport | inhibition, % at 10 µM | 340,000 tested, 0.036% active | E. coli MC4100 TorA-mCherry Tat export, fluorescence;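 active = mean replicate inhibition at least 50% and at least half of replicates individually reaching 50%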;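 note: exported cargo escapes ClpAP degradation while cytoplasmic cargo is degraded and loses fluorescence; 0% = median of neutral control wells and 100% = median of NaSCN control wells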
E coli growth = counter-screen for AddAB inhibitors: E. coli growth inhibition. E. coli V3065 growth, OD600 absorbance, 18 h. inhibition, % at 11.9 µM. 330,000 tested, 0.27% active. AID 449728;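 active = inhibition above the campaign's mean inhibition across all tested compounds plus 3 SD, cut at about 9.9% in these data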;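 note: uninfected addAB+ strain grown without phage in ampicillin broth; 0% = DMSO wells and 100% = ciprofloxacin 0.95 µg/ml wells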
CAL PDZ inh = inhibitors of human CAL PDZ peptide binding; Q9HD26; purified CAL PDZ, TMR-peptide fluorescence polarization, 1 h; inhibition, % at 20 µM; 330,000 tested, 0.02% active;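 active = highest replicate inhibition of at least 40%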;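 note: plate controls were DMSO neutral control wells for no effect and unlabeled competitor peptide control wells for full effect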
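material = purified tagged CAL PDZ domain construct (CerCALP) | compound dosing = 20 µM, one dose | times = 1 h at RT | measured by = fluorescence polarization from S- and P-plane intensities, G-factor corrected | read-out = inhibition from polarization loss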
Starred values were filed as active, the others as inactive; . = no result given. Random draw from the library; 1.9% or so of the library scored in one or more.

Values run as follows: DAGLB inh	Wnt bcat act	phage Ecoli inh	AddAB inh	PfHsp90 set2	Rtt109 Vps75	PvdQ inh	Tat transport	E coli growth	CAL PDZ inh
> Oc1ccc(C[C@H]2CNCCN2CCc2cccc3ccccc23)cc1
  -5	-1	0.6	0.5	6	3	3	-4	0.8	-1.5
> COCCN(CCOC)S(=O)(=O)c1ccc(C(=O)Nc2nnc(C)o2)cc1
  -1	-1	2.7	1.2	-15	11	-15	-4	-1.5	-0.3
> Cc1cc(C)c2c(CN3CCCCC3)cc(=O)oc2c1
  -6	5	-0.7	-3.5	-25	5	-1	1	-0.5	-0.6
> O=C(NC(=S)N1CCOCC1)C12CCC3CC(CC(C3)C1)C2
  0	27	4.0	5.0	-5	-2	5	6	-2.2	0.2
> O=C(NNC(=S)Nc1ccccc1)c1cccc(S(=O)(=O)N2CCOCC2)c1
  3	0	0.8	1.4	-8	-5	-14	24	0.6	-0.5
> COc1ccc(C2C(C#N)=C(N)N(Nc3ccccc3)C3=C2C(=O)CC(C)(C)C3)cc1C (stereo unspecified)
  2	.	2.2	-1.4	-5	6	-1	1	0.2	-0.5
> CCCn1c(=N)n(CC(=O)c2ccc(Cl)c(Cl)c2)c2ccccc21
  -4	0	2.5	-0.8	3	15	-2	-11	1.7	-2.1
> Cc1ccc(/C=N/n2nnnc2N)cc1[N+](=O)[O-]
  -5	2	3.1	-0.2	.	2	1	-2	0.1	-1.2
> COC(=O)N1C(=O)[C@](c2ccccc2)(C2CCCCC2)N1C(=O)OC
  7	-1	-1.0	5.5	3	-7	-15	-1	0.4	-0.7
> COC(=O)CSC1=C(C#N)C(c2ccc(Cl)cc2)C(C(=O)OC)C(=O)N1 (stereo unspecified)
  0	.	2.3	1.4	9	8	-11	3	-3.4	0.3
> O=C(CC1C(=O)NCCN1Cc1c(F)cccc1Cl)NC1CCCCCC1 (stereo unspecified)
  2	-3	2.6	0.8	-13	1	0	-1	1.4	-2.7
> CC(CP(=O)(O)O)NC(=O)Cc1ccccc1 (stereo unspecified)
  1	-1	3.1	1.9	.	0	-8	5	2.1	-0.6
> O=C(Nc1ccc2c(c1)C(=O)NC2=O)c1cc(Cl)ccc1Cl
  -2	-5	-0.5	3.5	18	-15	-12	5	-0.2	-0.1
> NS(=O)(=O)c1cccc(NC(=O)c2cc(-c3cccs3)nc3ccccc23)c1
  -5	-1	2.0	-0.2	-25	1	-6	-1	0.3	-3.5
> O=C(O)CCC(=O)N1N=C(c2cccs2)CC1c1cccc([N+](=O)[O-])c1 (stereo unspecified)
  1	3	0.7	1.8	3	-6	-19	3	1.7	-2.1
> CCOC(=O)C1C2C=CC3(CN(Cc4ccccc4)C(=O)C13)O2 (stereo unspecified)
  -1	-1	1.0	2.0	-51	7	-20	4	1.3	0.3
> COc1ccc(C(=O)NC(=S)Nc2ccc3oc(=O)ccc3c2)cc1[N+](=O)[O-]
  1	2	1.3	0.1	-39	0	-14	1	-0.3	-1.9
> Cc1nc(SCC(=O)c2cc3ccccc3oc2=O)c(C#N)c(-c2ccccc2)c1C(=O)Nc1ccccc1
  -1	-1	1.7	-1.1	-7	0	-6	8	0.3	-0.3
> COC(=O)c1cc(C(=O)OCC(=O)NC(=O)NCc2ccccc2)cc([N+](=O)[O-])c1
  4	-2	-0.9	-0.9	6	2	-3	-6	1.8	0.8
> COc1cc2c(cc1OC)CN(C1CCCN(Cc3cc(Cl)ccc3O)C1)CC2 (stereo unspecified)
  -2	2	0.6	2.6	8	11	11	-11	1.3	-0.5
> COc1ccc(F)cc1S(=O)(=O)n1nc(C)cc1C
  0	-2	-0.8	3.5	-8	4	-17	-4	0.2	-0.1
> CCC(C)(C)n1nnnc1C(c1cc2cc(C)cc(C)c2[nH]c1=O)N1CCN(C(=O)c2ccco2)CC1 (stereo unspecified)
  4	.	0.1	0.2	13	0	-13	-4	-1.2	-0.8
> CCc1ccnc(NS(=O)(=O)c2ccc3c(c2)OCCO3)c1
  .	0	2.2	-0.9	.	.	.	.	-1.8	.
> COC(=O)C(Cc1c[nH]c2ccccc12)NC(=O)c1ccc2nc[nH]c2c1 (stereo unspecified)
  5	36*	2.3	.	-2	-3	-14	7	.	-2.3
> COc1ccc(CCNCc2ccc(-c3ccccc3)cc2)cc1OC
  0	-2	6.0	.	16	8	-14	3	.	-0.3
> COCc1c(C(=O)Nc2ccc3nc(N4CCOCC4)sc3c2)oc2ccccc12
  -2	14	0.8	0.9	1	1	-1	-6	-2.5	0.8
> CC(OC(=O)C12CCC(=O)N1c1ccccc1S2)C(=O)Nc1cccc(Cl)c1 (stereo unspecified)
  -2	-3	0.8	2.2	14	-7	-10	-2	-0.2	-0.9
> Cn1c(=O)c2c(ncn2CC(=O)OCC(=O)Nc2cc(Cl)ccc2C#N)n(C)c1=O
  2	-3	-1.0	0.8	2	3	8	-5	0.4	-1.1
> COc1ccc(CCCc2nnc(SCC(=O)Nc3ccccc3F)o2)cc1
  -3	-1	3.4	2.6	-18	2	1	-1	-0.5	-0.5
> CC(=O)N(Cc1ccccc1)c1ncc2c(n1)c(=O)c(C#N)c1ccccn12
  -3	6	-0.9	-3.6	-23	0	6	-8	-2.3	-2.3
> CC(=O)c1cnc(N2CCCCC2)nc1C
  6	.	2.8	5.8	35	3	-4	-2	0.5	-6.1
> CC(C)(C)n1ncc2c(=O)n(CC(=O)NCCc3ccccc3)cnc21
  -2	.	0.2	0.8	17	6	19	-7	-2.0	0.6
> CC1CCN(C(c2cccs2)c2nnnn2Cc2ccccc2)CC1 (stereo unspecified)
  -11	.	0.5	2.1	.	19	-13	-5	0.9	-1.4
> CN(C)Cc1nnnn1-c1cccc(-n2nnnc2CN(C)C)c1
  3	1	5.2	-0.2	1	2	-16	-2	2.1	0.3
> CC(=O)Nc1ccc(S(=O)(=O)NCc2cn3ccsc3n2)cc1
  -2	1	-1.1	-0.9	-11	0	-5	5	0.7	0.5
> Cc1ccccc1Cn1cc(NC(=O)COc2ccccc2)cn1
  -3	-1	0.6	4.1	18	6	-9	-9	-0.2	-1.7
> Cc1ccc(S(=O)(=O)N2CCOCC2)cc1NC(=O)CSc1nnnn1C1CCCC1
  1	0	1.3	1.8	-16	3	-14	-10	1.9	0.3
> Cc1cc(OCCSc2nnc(-c3cccs3)n2C)ccc1Cl
  -11	.	1.2	-0.9	-4	-1	-5	14	-0.8	-1.1
> Cc1nn(CC(=O)NCc2ccco2)c(C)c1[N+](=O)[O-]
  -1	-1	0.0	-2.2	-13	-8	0	2	0.2	1.1
> O=C(Cn1nc(-c2ccccc2)c2ccccc2c1=O)Nc1cccc(O)c1
  0	0	3.4	-0.2	-13	-7	-8	6	2.2	-2.8
> Nc1cc(-c2cccc(Br)c2)nn1Cc1ccccc1
  -1	3	4.5	1.9	-4	-5	-22	0	1.9	-0.4
> c1ccc(COc2ccc(OCCn3cncn3)cc2)cc1
  2	.	-0.8	3.8	6	-7	-7	-5	-3.0	-1.9
> COC(=O)CNC(=O)c1cn(CC(C)C)c(=O)c2cc(OC)c(OC)cc12
  0	-7	0.9	-0.1	-29	-10	-4	-6	-1.9	-1.8
> Cc1cccc(NS(=O)(=O)c2cc3c(cc2C)NC(=O)CO3)c1
  14	2	2.5	0.5	7	-5	7	0	1.1	-0.6
> Cc1cc([N+](=O)[O-])nn1CC(=O)Nc1cc(F)ccc1F
  0	5	1.3	-0.4	0	-4	-15	2	0.8	-2.0
> CC1CCC(C(=O)NC(C(=O)N2CCc3ccccc3C2)C(C)C)CC1 (stereo unspecified)
  -5	1	1.4	-1.9	.	-6	-10	0	-2.4	.
> Cc1ccc(CNC(=O)CC(C)S(=O)(=O)c2ccc3c(c2)NC(=O)C(C)S3)cc1 (stereo unspecified)
  -2	-1	0.2	-0.3	-15	-5	-16	6	2.1	-2.1
> CC(C)Nc1nnc(SC(C)C(=O)N(C)C2CCCCC2)s1 (stereo unspecified)
  0	0	2.4	0.1	-7	-5	-14	6	-0.8	-2.1
> COc1c(Br)cc(Br)cc1C(=O)Nc1ccccc1N1CCCC1
  0	-1	3.3	.	-7	-1	-2	14	.	-0.8
> Cc1cc(Nc2cc(Cl)nc(Sc3ccc(NC(=O)C4CC4)cc3)n2)n[nH]1
  -6	-5	0.9	2.0	-4	-6	2	7	-0.5	-1.1

Further records follow:
Values run as follows: DAGLB inh	Wnt bcat act	phage Ecoli inh	AddAB inh	PfHsp90 set2	Rtt109 Vps75	PvdQ inh	Tat transport	E coli growth	CAL PDZ inh
> Cc1ccc(S(=O)(=O)N2CCN(C(=O)Cn3c(=O)oc4ccccc43)CC2)c(C)c1
  1	-1	1.3	-0.3	4	12	-8	-4	0.3	0.0
> COc1ccc(C)cc1NC(=O)CN(c1ccccc1F)S(C)(=O)=O
  -6	-7	1.7	0.2	5	28	1	4	1.5	1.7
> COC(=O)c1ccccc1NC(=O)Nc1cccnc1
  1	-3	2.8	0.2	-3	1	-13	-8	-0.4	-0.9
> CSc1nsc(SC)c1NC(=O)OCc1ccccc1
  0	.	3.0	-0.9	1	-8	-16	10	0.2	.
> CSc1nc(C)c(Cc2ccccc2)c(=O)[nH]1
  1	-2	3.5	-0.9	12	-2	-12	-4	-0.9	-0.1
> COc1ccc(Nc2cc(C)c3ccc(O)cc3n2)cc1
  3	1	1.7	1.3	15	7	-6	-7	-0.3	-0.1

3 entries already listed, arranged by heavy-atom count, ascending.
Values run as follows: DAGLB inh	Wnt bcat act	phage Ecoli inh	AddAB inh	PfHsp90 set2	Rtt109 Vps75	PvdQ inh	Tat transport	E coli growth	CAL PDZ inh
> CC(=O)c1cnc(N2CCCCC2)nc1C
  6	.	2.8	5.8	35	3	-4	-2	0.5	-6.1
> O=C(CC1C(=O)NCCN1Cc1c(F)cccc1Cl)NC1CCCCCC1 (stereo unspecified)
  2	-3	2.6	0.8	-13	1	0	-1	1.4	-2.7
> COc1ccc(CCCc2nnc(SCC(=O)Nc3ccccc3F)o2)cc1
  -3	-1	3.4	2.6	-18	2	1	-1	-0.5	-0.5
